# Bioassay records (PubChem BioAssay)
# APOBEC3A inh = APOBEC3A ssDNA deaminase inhibitors, primary screen, selectivity assay for APOBEC3G inhibitor project, biochemical, FAM/TAMRA oligo cleavage fluorescence; DNA dC->dU-editing enzyme APOBEC-3A (Homo sapiens), P31941; recombinant A3A, FAM/TAMRA ssDNA deamination fluorescence; inhibition, % at 20 µM; actives 0.41% (n = 330,000); AID 493011, 2011;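 active = at least 40% inhibition at 20 µM here, with at most 30% in a related deaminase screen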;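 note: plate controls were A3A with DMSO for no effect and wells lacking A3A enzyme for full effect; some results filed as inactive read as strong as hits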
# hIAP activ = human IAP activators, primary screen, biochemical, luminescence, uHTS. AID 2524, 2010. activation factor at 10 µM. purified human IAP, CDP-Star luminescence, 30 min; hits give high values; 1 = vehicle-only enzyme, 0 = enzyme-free background. actives 0.16% (n = 330,000);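 active = activation factor of the enzyme at least 2-fold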; note: the source names both 10 and 20 µM as test concentration; values of inactives mirror those of a sister screen read the other way
# Target sequence (P09923 whole entry, looked up): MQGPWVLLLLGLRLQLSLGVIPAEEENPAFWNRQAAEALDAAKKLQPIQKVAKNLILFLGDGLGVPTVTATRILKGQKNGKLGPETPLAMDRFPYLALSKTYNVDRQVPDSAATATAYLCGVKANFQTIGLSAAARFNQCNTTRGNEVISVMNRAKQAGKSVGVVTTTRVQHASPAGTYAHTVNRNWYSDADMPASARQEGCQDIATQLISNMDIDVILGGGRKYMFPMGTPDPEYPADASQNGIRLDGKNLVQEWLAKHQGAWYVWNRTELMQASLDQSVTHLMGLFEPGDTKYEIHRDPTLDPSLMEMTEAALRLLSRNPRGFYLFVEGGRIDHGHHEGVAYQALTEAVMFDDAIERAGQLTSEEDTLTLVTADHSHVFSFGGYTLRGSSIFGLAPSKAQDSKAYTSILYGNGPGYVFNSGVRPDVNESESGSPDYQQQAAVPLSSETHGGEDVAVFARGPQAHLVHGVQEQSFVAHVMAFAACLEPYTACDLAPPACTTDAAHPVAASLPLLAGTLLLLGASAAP
# MPTP inh = mitochondrial permeability transition pore inhibitors, primary screen, biochemical, isolated mouse mitochondria, absorbance; Ca2+ swelling absorbance, 30 min; inhibition, % at 10 µM; actives 1.4% (n = 360,000);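 active = inhibition of 50% or more, scaled per plate between neutral and stimulator controls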;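 note: 0% = DMSO wells given calcium and 100% = 1 mM EGTA wells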
# mIAP inh = inhibitors of mouse IAP, primary screen, biochemical, luminescence, uHTS; purified mouse IAP, CDP-Star luminescence, 30 min; inhibition, % at 10 µM; actives 0.2% (n = 330,000);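 active = inhibition of at least 40% at 10 µM in the primary screen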;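 note: plate controls were DMSO with enzyme for no effect and no enzyme wells for full effect; values of inactives mirror those of a sister screen read the other way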
# mIAP activ = activators of mouse IAP, primary screen, biochemical, luminescence, uHTS | intestinal alkaline phosphatase [Mus musculus] | muIAP, CDP-Star luminescence, 30 min; hits give high values; 1 = vehicle-only enzyme signal, 0 = enzyme-free wells | activation factor at 10 µM | actives 0.24% (n = 330,000) | AID 2805, 2010;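 active = activation factor of at least 2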; note: the source names both 10 and 20 µM as test concentration; values of inactives mirror those of a sister screen read the other way
#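 Assay system: mouse IAP enzyme; reagent: chemiluminescent substrate CDP-Star; dosing: test compounds delivered from DMSO solution; schedule: 30 min at room temperature; measured by: luminescence from enzymatic CDP-Star hydrolysis; controls: DMSO-only wells and no-enzyme negative control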
# ATG4B inh = ATG4B protease inhibitors, primary screen, biochemical, fluorescence, uHTS; actives 0.51% (n = 340,000); Cysteine protease ATG4B (Homo sapiens), Q9Y4P1; inhibition, % at 8.33 µM; ATG4B cleavage of LC3-PLA2, NBD-HPC fluorescence, 1 h; AID 504462, 2011; in the data active = inhibition above about 40%
# MIN6 prolif = inducers of MIN6 beta-cell proliferation, primary screen, ATP luminescence, uHTS. MIN6 cells proliferation, ATPlite luminescence, 48 h; cells starved in 0.2% serum; 100% = growth in 10% serum. proliferation, % at 10 µM. actives 0.29% (n = 330,000). AID 2380, 2010;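 active = compounds whose signal lies at least 3.5 SD above the mean of all wells on their plate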;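 note: 0% = DMSO-treated cells in low-serum medium and 100% = 10% serum control; some compounds called inactive have numbers as strong as hits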
# APOBEC3G inh = APOBEC3G DNA deaminase inhibitors, primary screen, biochemical, fluorescence, single-stranded DNA substrate, uHTS | recombinant A3G, ssDNA deamination FAM/TAMRA fluorescence | inhibition, % at 20 µM | actives 0.28% (n = 330,000) | AID 493012, 2011;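 active = inhibition of at least 40% at 20 µM, with no more than 30% in the related APOBEC3A deaminase screen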;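 note: plate controls were DMSO wells with A3G for no effect and wells lacking A3G enzyme for full effect; some compounds called inactive have numbers as strong as hits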
# Target sequence (Q9HC16 whole entry, looked up): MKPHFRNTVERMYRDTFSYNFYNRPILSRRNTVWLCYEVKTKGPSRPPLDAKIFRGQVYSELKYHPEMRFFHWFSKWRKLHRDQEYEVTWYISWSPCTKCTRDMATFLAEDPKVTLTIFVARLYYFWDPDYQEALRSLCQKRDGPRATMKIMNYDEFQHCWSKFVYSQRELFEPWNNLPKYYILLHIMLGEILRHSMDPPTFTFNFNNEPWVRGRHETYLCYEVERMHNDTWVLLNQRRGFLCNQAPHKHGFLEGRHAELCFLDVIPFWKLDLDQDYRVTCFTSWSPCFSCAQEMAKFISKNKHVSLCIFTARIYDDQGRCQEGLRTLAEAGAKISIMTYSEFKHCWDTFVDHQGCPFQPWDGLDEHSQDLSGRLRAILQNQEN
# hIAP block = human IAP inhibitors, primary screen, biochemical, luminescence, uHTS; purified IAP, CDP-Star luminescence, 30 min; inhibition, % at 10 µM; Intestinal-type alkaline phosphatase (Homo sapiens), P09923; actives 0.12% (n = 330,000); AID 2544, 2010;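 active = inhibition reaching a set limit with compound at 10 µM in the primary screen, cut at about 35% in these data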;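 note: plate controls were DMSO wells with enzyme for no effect and no-enzyme buffer wells for full effect; values of inactives mirror those of a sister screen read the other way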
# Starred values were filed as active, the others as inactive; x = no result given.
SMILES,APOBEC3A inh,hIAP activ,MPTP inh,mIAP inh,mIAP activ,ATG4B inh,MIN6 prolif,APOBEC3G inh,hIAP block
CN(CC(=O)Nc1ccc(Cl)c(C(F)(F)F)c1)C(=O)CCc1nc2ccccc2c(=O)[nH]1,-3,0.95,-2.0,-9,1.1,4,-1,-6,5
C[C@@H]1CN([C@H](C)CO)C(=O)c2cc(NC(=O)C3CCCCC3)ccc2O[C@@H]1CN(C)Cc1ccncc1,-1,1.1,-0.5,-1,1,-5,0,-1,-6
Cc1ccccc1OC(C)C(=O)Nc1ccc(S(=O)(=O)Nc2nccs2)cc1 (configuration not stated),1,0.96,2.8,-16,1.2,8,-2,1,4
CC(C)OCCCNC(=O)[C@H]1N2C(=O)c3ccccc3C2SC1(C)C (some centres not stated),-2,0.91,-0.5,1,0.99,0,-2,-5,9
Cc1ccccc1NC(=O)C1CCCN1S(=O)(=O)c1cccc2cccnc12 (configuration not stated),-3,0.88,-0.7,10,0.9,-2,2,-2,12
CN1CCC(=NOc2ccc([N+](=O)[O-])cc2)CC1,5,0.89,-1.5,-6,1.1,-5,-2,1,11
COc1cccc(N2CCN(c3cnc4ccccc4n3)CC2)c1,-2,0.89,1.6,13,0.87,-8,-2,-7,11
Cn1c(N)c(C(=O)COC(=O)c2ccc(Br)o2)c(=O)n(C)c1=O,3,0.96,0.3,0,1,-1,1,-4,4
CCOCCCn1c(SCC(=O)Nc2ccccc2OC)nc2ccccc2c1=O,-2,1.1,-0.3,-2,1,4,-1,-3,-7
Cc1cccc(NC(=S)NC2CCCCC2)n1,-3,0.81,1.6,-3,1,2,-1,2,18
CCCCCCOC(=O)Nc1ccc(S(=O)(=O)Nc2cccc([N+](=O)[O-])c2)cc1,1,1.1,17,2,0.98,-8,-2,-5,-7
Cc1cc(=O)oc2cc3c(cc12)OCO3,-1,1.1,0.3,4,0.96,5,-3,-5,-8
CC(C)(C)C(=O)N1CCN(S(=O)(=O)c2ccc3c(c2)OCCCO3)CC1,0,1,32,14,0.86,-6,1,-6,-3
CS(=O)(=O)c1nc(-c2cccs2)cc(C(F)(F)F)n1,7,1.1,x,3,0.97,x,-6,0,-5
O=C(c1ccccc1)N1N=C(C(F)(F)F)CC1(O)c1ccccc1O (configuration not stated),4,0.72,2.3,14,0.86,2,1,1,28
CCCOc1ccc(Oc2ccc(S(=O)(=O)N3CCN(C)CC3)cn2)cc1,2,0.92,-1.2,2,0.98,-12,-2,-6,8
OCCN=C1CCCc2c1[nH]c1ccc(Br)cc21,8,1,1.2,10,0.9,-18,3,-2,-2
COc1ccc(CCNC(=O)c2cc(-c3cc(C)c(C)cc3O)n[nH]2)cc1OC,-4,1.1,6.4,-39,1.4,-13,0,-11,-8
Oc1ccc(-c2nnc(-c3ccccc3)c(-c3ccccc3)n2)cc1,-4,0.9,x,2,0.98,x,-5,-7,10
COc1ccc(Cl)cc1-n1c(=S)sc2c(=O)[nH]c(SCC(=O)NCCC(C)C)nc21,-2,1.1,2.1,8,0.92,41*,-3,-6,-7
COc1cccc(-c2nc(NC3CCCC3)c3ccccc3n2)c1O,0,1.1,1.1,-2,1,0,-5,-8,-14
COc1ccc([N+](=O)[O-])cc1NC(=O)C1(c2ccc(OC)c(OC)c2)CCOCC1,1,1.1,-1.1,5,0.95,0,-1,-3,-7
Cc1ccc(-c2nc(NCCCO)c3ccccc3n2)cc1,1,0.91,0.1,3,0.97,1,1,-4,9
COc1ccccc1NC(=O)c1ccc(CSc2ncccn2)cc1,0,1.1,x,-3,1,x,-1,-9,-8
CN(CC(=O)Nc1ccc(F)cc1)CC(=O)N1CCCCCC1,5,0.98,-1.5,-11,1.1,7,1,0,2

# Reprinted at random: 5 records from the list
SMILES,APOBEC3A inh,hIAP activ,MPTP inh,mIAP inh,mIAP activ,ATG4B inh,MIN6 prolif,APOBEC3G inh,hIAP block
CCCCCCOC(=O)Nc1ccc(S(=O)(=O)Nc2cccc([N+](=O)[O-])c2)cc1,1,1.1,17,2,0.98,-8,-2,-5,-7
COc1ccccc1NC(=O)c1ccc(CSc2ncccn2)cc1,0,1.1,x,-3,1,x,-1,-9,-8
COc1cccc(N2CCN(c3cnc4ccccc4n3)CC2)c1,-2,0.89,1.6,13,0.87,-8,-2,-7,11
Cc1ccc(-c2nc(NCCCO)c3ccccc3n2)cc1,1,0.91,0.1,3,0.97,1,1,-4,9
CN(CC(=O)Nc1ccc(F)cc1)CC(=O)N1CCCCCC1,5,0.98,-1.5,-11,1.1,7,1,0,2

# The list continues:
SMILES,APOBEC3A inh,hIAP activ,MPTP inh,mIAP inh,mIAP activ,ATG4B inh,MIN6 prolif,APOBEC3G inh,hIAP block
COc1ccc2cc3c(N)c(C(=O)N4CCCC4)sc3nc2c1,-6,1.2,x,0,0.99,-14,-3,-6,-18
O=C(CN1CCN(C(=O)c2ccco2)CC1)Nc1cc(C(F)(F)F)ccc1Cl,3,1.2,1.6,-2,1,3,-2,-5,-21
CCOC(=O)C(C)Sc1nc(N2CCOCC2)c2c(c1C#N)CC(C)(C)OC2 (configuration not stated),1,1.3,0.9,-3,1,-14,-2,-4,-34
CCN(C(=O)COC(=O)c1c(-c2ccccc2)noc1C)c1c(N)n(Cc2ccccc2)c(=O)[nH]c1=O,0,1.2,-2.4,-2,1,2,6,-1,-20
Nc1nnc(SCc2ccccc2)n1-c1ccccc1,-2,1,2.6,-2,1,5,2,-8,-4
Cc1cccc(-n2c(O)c(C=NCCCN3CCOCC3)c3ccccc3c2=O)c1,0,0.94,0.0,-2,1,-7,-5,-4,6
CC1(C)OC2C(O1)[C@@H](CO)O[C@H]2n1cnc2c(N)ncnc21 (some centres not stated),-2,0.88,1.4,0,1,-3,1,-1,12
Cc1ccc(C23CC4CC(CC(CC(=O)N5CCOCC5)(C4)C2)C3)cc1,-2,1.1,0.6,-3,1,-11,-2,-3,-8
Cc1csc(NC(C)c2nc3cc(C(F)(F)F)ccc3n2CCOCCO)n1 (configuration not stated),-2,1,0.8,6,0.94,-8,-1,-12,-5
CCOC(=O)C1CCN(S(=O)(=O)c2ccc(C(C)(C)C)cc2)CC1,-4,1.1,-0.3,-12,1.1,-4,0,-4,-13
Cc1cccc(-c2ocnc2C(=O)N2CCN(C(=O)c3cccs3)CC2)c1,-2,1.1,0.4,-1,1,-7,-2,-8,-15
O=C(C[n+]1ccc(C(=O)NCc2ccccc2)cc1)c1ccc(OC(F)F)cc1,-1,0.95,-1.3,-5,1.1,-9,-2,-5,5
CC(C)(Cc1ccccc1)/[N+]([O-])=C\c1ccc(C(F)(F)F)cc1,1,1,-1.0,-3,1,-13,-1,-8,0
Cc1ccc2c(c1)C1CN(C)CCC1N2S(=O)(=O)c1cccc(C(F)(F)F)c1 (configuration not stated),0,1,0.3,9,0.91,0,-7,-8,-5
COc1ccc(C(=O)N(CCc2ccccc2)Cc2ccccc2)c(OC)n1,0,1,1.8,6,0.94,3,-3,-6,-3
CN(c1nc2ccccc2n2c(C3CC3)nnc12)S(=O)(=O)c1ccccc1,-8,1.1,1.5,-8,1.1,-5,-2,2,-14
N#Cc1nc(-c2ccc(F)cc2)oc1NCc1ccccc1,0,0.89,2.4,-4,1,-1,5,5,11
COC(=O)c1cc2n(n1)CCN(Cc1ccccc1Cl)C2=O,0,0.87,0.8,-3,1,-5,-4,1,13
COC(=O)c1ccc(-n2nc(C(F)(F)F)c3c2-c2ccoc2CC3)cc1,-5,1.2,-0.3,5,0.95,-13,-4,-6,-25
CC1CCCCC12NC(=O)N(CC(=O)OCC(=O)c1ccc(OC(F)F)cc1OC(F)F)C2=O (configuration not stated),-1,1.1,-0.2,-1,1,-4,-2,-8,-7
COc1cc(C(=O)NCC2(c3ccccc3)CCCC2)ccc1OC(C)C,5,1,-0.4,-12,1.1,2,1,-1,-1
COc1cc(C2NC(=O)NC(C)=C2C(=O)OCc2ccc(C)cc2)cc(OC)c1OC (configuration not stated),-1,0.9,0.1,-3,1,-8,-2,-1,10
COc1ccc(/C=N/Nc2nc(N3CCCC3)nc(N3CCCC3)n2)cc1O,0,1,1.4,-10,1.1,-15,-2,-4,-3
CCOC(=O)c1cc(C(=O)Nc2ccc(C)c(F)c2)nn1C,3,1.1,-0.2,3,0.97,-7,-2,-6,-6
CC1(C2CC2)NC(=O)N(CC(=O)Nc2cc(S(=O)(=O)N3CCCCC3)ccc2Cl)C1=O (configuration not stated),-3,1.2,0.2,-5,1,-8,-6,-12,-21

# The list goes on, overlapping the part above by four compounds.
SMILES,APOBEC3A inh,hIAP activ,MPTP inh,mIAP inh,mIAP activ,ATG4B inh,MIN6 prolif,APOBEC3G inh,hIAP block
COc1cc(C2NC(=O)NC(C)=C2C(=O)OCc2ccc(C)cc2)cc(OC)c1OC (configuration not stated),-1,0.9,0.1,-3,1,-8,-2,-1,10
COc1ccc(/C=N/Nc2nc(N3CCCC3)nc(N3CCCC3)n2)cc1O,0,1,1.4,-10,1.1,-15,-2,-4,-3
CCOC(=O)c1cc(C(=O)Nc2ccc(C)c(F)c2)nn1C,3,1.1,-0.2,3,0.97,-7,-2,-6,-6
CC1(C2CC2)NC(=O)N(CC(=O)Nc2cc(S(=O)(=O)N3CCCCC3)ccc2Cl)C1=O (configuration not stated),-3,1.2,0.2,-5,1,-8,-6,-12,-21
Cc1cc(Cl)ccc1NC(=S)NCc1cccs1,2,1.1,-1.1,-35,1.3,-3,-1,-1,-6
CCOc1ccc(-c2cnc(NCc3cccc4ccccc34)n2CCOC)cc1,0,1.3,89*,6,0.94,17,-5,-1,-31
Cn1ccnc1/C(=N\NC(=O)c1ccc(O)cc1)c1cccc([N+](=O)[O-])c1,15,0.95,-1.1,1,0.99,6,-1,3,5
CC(=O)c1cccc(NC(=O)c2nc(-c3ccccc3)oc2C)c1,7,0.91,5.2,-8,1.1,-18,-1,-7,9
COC(=O)N1C(=O)[C@@](c2ccccc2)(C2CCCCC2)N1C(=O)OC,-1,1.1,0.2,-10,1.1,-9,-8,-11,-9
CCCCOC(=O)CCc1nc2ccccc2[nH]1,-1,0.99,21,4,0.95,0,-1,-1,1
c1ccc(CNc2ccc3ccccc3n2)nc1,-4,1.1,-1.1,-12,1.1,4,-3,-4,-13
CCCNC(=O)COc1coc(CN2CCN(c3ccccc3F)CC2)cc1=O,-3,1.2,0.7,1,0.99,0,1,-3,-16
C/C(=N/N=C(\C)c1ccccc1O)c1ccccc1O,2,0.96,3.7,8,0.93,4,1,-3,4

# Hits appear at their usual frequency; 3.3% or so of the library scored in one or more.
